SW480 rerep: inducers of DNA re-replication in SW480 colon cancer cells | 1.8% of 340,000 active | SW480 DNA re-replication, Hoechst DNA content imaging, 48 h | Potency, µM (top dose mostly 46.1 µM), for inactives: top-dose re-replication activation, actives largely listed as activators | AID 624297; further: potency means the concentration at half of the fitted maximal effect; % of control where 0% means no effect; nearly all actives have a fitted effect of over 55% in size
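First, 250 cells per well were seeded. Next, compound or vehicle (23 nL) was pinned in, plates sat 48 hr at 37 C. Finally Hoechst was added for 40 min before fluorescence scanning.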
KB-V1 cytotox: kills drug-selected multidrug resistant KB-V1 cells | KB-V1 MDR cells viability, CellTiter-Glo, 72 h | Potency, µM (series often up to 46.1 µM), for inactives: at the highest dose activity change, negative = cytotoxicity, usual class: cytotoxic | 3.4% of 400,000 active; further: potency means the concentration at half of the fitted maximal effect; on the % scale 0 is the no-effect control and ±100 the full control effect; nearly all actives have a fitted effect of over 60% in size
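Luminescent ATP read-out (CellTiter-Glo, 10 min) measures survival of drug-selected KB-V1 MDR cells after 72 h, 37 degrees C compound exposure. Medium: phenol-red-free DMEM, 10% FBS. Values from fitted concentration-response curves.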
IL-1B inflam inh: inhibitors of inflammasome signaling (IL-1 beta secretion); AID 743279; activity change, % at 57.5 µM; 4.7% of 360,000 active; THP-1 LPS/ATP IL-1B secretion, AlphaLISA, 16 h; hits give low values; in the data active means activity change below about -50%; inconclusive means mostly about -30% to -49%; further: on the % scale 0 is the no-effect control and ±100 the full control effect
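Secreted IL-1B measured by AlphaLISA bead assay after 16 h compound exposure of THP-1 cells; compounds (final up to 57.5 uM) added 1 h before LPS (250 ng/mL) and ATP (1.25 mM) stimulation; lower signal means less secretion.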
HT1080 IDH1KD tx: HT-1080 IDH1 knockdown cell toxicity (counter line). HT-1080 IDH1 knockdown viability, ATP luminescence, 48 h. AID 686971. Potency, µM (series often up to 46.1 µM), inactives show top-dose activity, negative = toxicity, actives largely listed as cytotoxic. 2% of 360,000 active;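 further: potency means the concentration at half of the fitted maximal effect; 0% = DMSO wells and -100% = cell-free medium wells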
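Cytotoxicity counter-line: IDH1KD HT-1080, 48 h, CellTiter-Glo. Curves classed by r2, magnitude and activity.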
HT1080-NT tox: kills 2HG-producing HT-1080-NT fibrosarcoma cells | HT-1080-NT fibrosarcoma viability, CellTiter-Glo ATP luminescence, 48 h | Potency, µM (top dose mostly 46.1 µM), inactives show top-dose activity, negative = less viability, hits mostly cytotoxic | 1.6% of 360,000 active | AID 686970;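 further: NT is the 2HG producing partner of a matched IDH1 knockdown line; potency means the concentration at half of the fitted maximal effect; 0% = DMSO-treated cells and -100% = media-only wells without cells; nearly all actives have a fitted effect of over 55% in size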
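Viability by CellTiter-Glo luminescence after 48 h compound exposure at 37C of HT-1080-NT cells (750/well, RPMI, 5% FBS). % activity scaled between DMSO wells and medium-only wells, then curve-fitted and categorized by curve class.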
DRD3 antagonist: antagonists of human D3 dopamine receptor | 2.5% of 360,000 active | AID 652054 | max response, negative = inhibition, % | D3R cells, DiscoveRx beta-arrestin luminescence, antagonist mode; hits give low values; in the data active means max response below about -50%; inconclusive means no clear call, values can overlap the other calls; further: on the % scale 0 is the no-effect control and ±100 the full control effect; mostly tested at two doses, the higher about 12 µM
Target sequence (P35462 whole entry, looked up): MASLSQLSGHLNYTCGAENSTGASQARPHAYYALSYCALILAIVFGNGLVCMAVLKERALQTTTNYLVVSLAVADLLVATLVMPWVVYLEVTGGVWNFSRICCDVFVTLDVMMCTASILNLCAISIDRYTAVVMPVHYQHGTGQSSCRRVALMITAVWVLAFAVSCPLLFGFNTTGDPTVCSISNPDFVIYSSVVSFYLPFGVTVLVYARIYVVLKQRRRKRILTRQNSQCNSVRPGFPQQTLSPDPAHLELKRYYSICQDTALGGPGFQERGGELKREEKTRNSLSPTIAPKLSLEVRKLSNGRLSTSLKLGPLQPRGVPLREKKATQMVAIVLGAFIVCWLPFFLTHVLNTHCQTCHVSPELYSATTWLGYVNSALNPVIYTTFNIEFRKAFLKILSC
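Cells expressing the human receptor were seeded at 1500 cells/well, incubated overnight at 37 degrees C in 5% CO2, then exposed to library compounds with dopamine controls for 90 minutes at 37 degrees C before luminescent detection.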
GLP1R ag: agonists of human GLP-1 receptor; P43220; HEK293 GLP-1R CRE-luciferase, luminescence, 4-6 h; cells express a hypersensitive GLP-1R form; Potency, µM (series often up to 45.6 µM), without a hit: at the highest dose activation, most hits filed as activators; 0.007% of 380,000 active; further: potency means the concentration at half of the fitted maximal effect; % of control where 0% means no effect
Target sequence (P43220 whole entry, looked up): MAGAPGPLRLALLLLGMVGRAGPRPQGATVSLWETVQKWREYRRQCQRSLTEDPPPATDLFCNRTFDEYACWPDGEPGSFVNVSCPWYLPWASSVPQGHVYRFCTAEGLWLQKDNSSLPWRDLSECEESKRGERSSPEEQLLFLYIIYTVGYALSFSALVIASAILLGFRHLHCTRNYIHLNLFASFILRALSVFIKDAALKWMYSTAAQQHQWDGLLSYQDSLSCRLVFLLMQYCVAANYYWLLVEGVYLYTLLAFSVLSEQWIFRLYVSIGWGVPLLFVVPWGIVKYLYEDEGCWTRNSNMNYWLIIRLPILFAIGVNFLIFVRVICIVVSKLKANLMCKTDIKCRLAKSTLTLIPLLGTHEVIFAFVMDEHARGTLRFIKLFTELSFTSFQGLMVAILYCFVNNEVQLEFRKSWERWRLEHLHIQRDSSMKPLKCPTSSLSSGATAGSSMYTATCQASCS
DRD3 agonist: agonists of human D3 dopamine receptor; P35462; D3R DiscoveRx beta-arrestin cells, luminescence, 90 min; max activation, %; 0.58% of 410,000 active; AID 652048; in the data active means max activation above about 30%; further: 0% is about no effect; mostly tested at two doses, the higher about 12 µM
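Agonist mode: compounds and dopamine controls were applied to plated cells for 90 min at 37 degrees C after an overnight attachment at 1500 cells/well. Luminescent read-out followed 30 - 60 minutes at room temperature with DiscoveRx detection reagent.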
KB-3-1 tox: kills parental KB-3-1 adenocarcinoma cells. Potency, µM (top dose mostly 46.1 µM), for inactives: at the top dose activity change, negative = cytotoxic, usual class: cytotoxic. KB-3-1 viability, CellTiter-Glo ATP luminescence, 72 h. AID 1347075. 1.4% of 400,000 active; further: potency means the concentration at half of the fitted maximal effect; on the % scale 0 is the no-effect control and ±100 the full control effect; nearly all actives have a fitted effect of over 60% in size
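Viability of parental KB-3-1 cells, measured by CellTiter-Glo luminescence, followed a 72 h incubation at 37 °C with pinned compounds in phenol-red-free DMEM containing 10% FBS.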
An asterisk follows results filed as active; ? = inconclusive; nt = not tested or not shown; [ ] = another dose, or the depositor's remark. Unless noted, the call rests on the fitted dose curve; in most records, active means well fitted curve in the direction sought with a large enough effect; inconclusive means small, poorly fitted or top-dose-only effect, or another doubt; inactive means no such curve, though single readings can be large; an effect the other way counts as inactive or inconclusive.

SMILES | SW480 rerep | KB-V1 cytotox | IL-1B inflam inh | HT1080 IDH1KD tx | HT1080-NT tox | DRD3 antagonist | GLP1R ag | DRD3 agonist | KB-3-1 tox
O=C(O)c1ncn(Cc2ccc(Br)cc2)c1C(=O)O | -22% | 15% | 20 | 10% | 24% | 4 | -1% | 5 | -6%
CCCCCCCCCS(=O)(=O)Nc1cc(C)ccn1 | -2% | 21% | 13 | -10% | -8% | -8 | -2% | 6 | -3%
COC(=O)CN=C1OC(=O)N2C(=O)C3=C4[C@@H](C[C@H]5C(=O)N(c6ccccc6)C(=O)[C@H]5[C@H]4[C@@]12Cc1ccccc1)[C@H]1C(=O)N(c2ccccc2)C(=O)[C@H]1[C@H]3C | -9% | -13% | 18 | -3% | -1% | 15 | -1% | -2 | -4%
Cc1nnc(SC(C)C#N)n1-c1ccccc1 (configuration not stated) | -11% | 0% | 13 | 21% | 20% | 0 | 4% | 1 | 11%
Cc1ccnc(NC(=O)CS(=O)(=O)c2ccccc2)c1 | -1% | -1% | 6 | -1% | 0% | 0 | 14% | 2 | -16%
O=C(CSc1nc2ccccc2n1Cc1ccccc1)N/N=C/c1ccco1 | -8% | 11% | -8 | -23% | -21% | 11 | 14% | -4 | 5%
O=C(NC(=S)Nc1ccc(N2CCCCC2)cc1)c1ccc2c(c1)OCCO2 | 0% | ? | 0 | ? | 0% | 7 | -16% | -5 | -24%
CCn1c(C)cc(/C=C2/NC(=O)N(CC(=O)Nc3cccc(C)c3)C2=O)c1C | ? | -6% | -8 | 5% | -7% | -2 | -7% | -8 | 3%
O=C(Cc1ccccc1)NN1C(=O)C2C3C=CC(C3)C2C1=O (configuration not stated) | 1% | 24% | 7 | 7% | 0% | -25 | 2% | -2 | -1%
COc1ccccc1/C=C\C(=O)NCC(=O)N/N=C(/C)c1cccc([N+](=O)[O-])c1 | -1% | 3% | 68 | ? | -29% | 1 | 8% | -14 | 2%
Cc1cccn2cc(-c3ccccc3)nc12 | -5% | 1% | 7 | -9% | -5% | 0 | -2% | -6 | -6%
CCCNC(=O)COC(=O)c1ccc(OCC(=O)Nc2ccccc2OC)c(OC)c1 | -6% | 0% | -12 | 14% | 21% | 1 | -1% | -1 | 2%
COc1ccc(N2CCN(C(CNS(=O)(=O)c3cc(F)ccc3F)c3cccnc3)CC2)cc1 (configuration not stated) | -5% | -28% | -10 | 17% | -1% | -11 | -2% | 5 | 2%
COC(=O)c1ccccc1S(=O)(=O)N1CCC(C(=O)NCC2CCCO2)CC1 (configuration not stated) | -6% | ? | 12 | 18% | 2% | 1 | -13% | 7 | -2%
CCCOC(=O)Nc1sc2c(c1C(N)=O)CCCC2 | 0% | -25% | -1 | ? | ? | -3 | 7% | 6 | 9%
CN(C)/C=N/C1=C(C#N)C(c2cccs2)c2ccc3ccccc3c2O1 (configuration not stated) | 5.2µM* | 5.8µM* | 85 | 7.3µM* | 7.3µM* | -16 | 28% | 2 | 2.6µM*
Cc1nnc(SCC(=O)NCc2ccco2)n1-c1ccccc1 | -1% | 0% | 1 | -6% | 6% | 13 | -8% | 0 | -1%
CC(=O)Nc1ccc(NC(=O)C(NS(=O)(=O)c2cccc3nsnc23)C(C)C)cc1 (configuration not stated) | -8% | ? | 44 | 12% | 0% | -2 | 5% | 2 | -2%
Cc1cc(C)c(C(=O)Nc2ccc(C)c(C)c2)c(CC(C)(C)C(=O)O)c1 | ? | -1% | nt | 3% | 4% | -22 | 1% | -1 | 5%
CSc1nc(N(C)C)nc(N2CC(=O)N(CCNS(=O)(=O)c3ccc(C)cc3)C2=N)n1 | -2% | 15% | 14 | 8% | 0% | -24 | 8% | 6 | 5%
N#Cc1cccc(C(=O)C(=O)N2CCC(Cc3ccccc3)CC2)c1 | nt | ? | 11 | 7% | 13% | 17 | nt | 8 | 2%
Cc1cccc(C)c1OCCCCc1c(C)n[nH]c1C | -4% | ? | 0 | ? | 0%[9.24 µM] | 13 | 5% | 5 | -26%
O=C(CN(CC1CCCO1)C(=O)CNS(=O)(=O)c1ccc(Cl)cc1)NCc1ccco1 (configuration not stated) | -10% | -10% | -11 | 7% | 9% | -25 | 4% | 0 | -1%
O=C1COc2ccc(C(=O)COC(=O)c3cc(S(=O)(=O)N4CCOCC4)ccc3F)cc2N1 | 3% | nt | -70* | 3% | 0% | 26 | -2% | 17 | nt
O=C(Nc1nnc(-c2ccc(F)cc2)o1)c1cccc([N+](=O)[O-])c1 | ? | 0% | 95 | ? | -25% | -15 | 0% | 1 | -56%
O=C1CC(c2ccccc2)n2nc(N3C(=O)c4ccccc4C3=O)nc2N1 (configuration not stated) | -2% | 23% | -10 | -2% | -3% | -5 | -15% | -3 | 8%
CCOc1ccc(Cl)cc1-c1cc(C(=O)NCc2cccc(C(F)(F)F)c2)[nH]n1 | nt | -2% | -22 | ? | ? | -25 | 1% | -5 | -1%
CN(CC(=O)Nc1ccc(F)cc1)C(=O)CN1C(=O)c2cccc([N+](=O)[O-])c2C1=O | -6% | 3% | -6 | 17% | 5% | 5 | -54%[inhibitor] | -7 | 2%
O=C(N/N=C/c1ccsc1)c1ccc2ccccc2n1 | -22% | 19% | 41 | 18% | 18% | 0 | 10% | 5 | 12%
O=C(c1ccc(COc2ccccc2[N+](=O)[O-])o1)N1CCCCCC1 | -2% | ? | -5 | 9%[9.24 µM] | -9% | 0 | 4% | -4 | 19%

Profiles, quoted from the list:
Entry for O=C(Nc1nnc(-c2ccc(F)cc2)o1)c1cccc([N+](=O)[O-])c1 → SW480 rerep = ?; KB-V1 cytotox = 0%; IL-1B inflam inh = 95; HT1080 IDH1KD tx = ?; HT1080-NT tox = -25%; DRD3 antagonist = -15; GLP1R ag = 0%; DRD3 agonist = 1; KB-3-1 tox = -56%
Entry for O=C(N/N=C/c1ccsc1)c1ccc2ccccc2n1 → SW480 rerep = -22%; KB-V1 cytotox = 19%; IL-1B inflam inh = 41; HT1080 IDH1KD tx = 18%; HT1080-NT tox = 18%; DRD3 antagonist = 0; GLP1R ag = 10%; DRD3 agonist = 5; KB-3-1 tox = 12%
Entry for O=C1CC(c2ccccc2)n2nc(N3C(=O)c4ccccc4C3=O)nc2N1 (configuration not stated) → SW480 rerep = -2%; KB-V1 cytotox = 23%; IL-1B inflam inh = -10; HT1080 IDH1KD tx = -2%; HT1080-NT tox = -3%; DRD3 antagonist = -5; GLP1R ag = -15%; DRD3 agonist = -3; KB-3-1 tox = 8%

Later entries:
SMILES | SW480 rerep | KB-V1 cytotox | IL-1B inflam inh | HT1080 IDH1KD tx | HT1080-NT tox | DRD3 antagonist | GLP1R ag | DRD3 agonist | KB-3-1 tox
Cc1ccc2nc(Nc3ncc4c(n3)CC(C)(C)CC4=O)nc(C)c2c1 | -1% | -30% | 0 | 19% | 10% | 5 | -1% | -2 | 0%
O=C(O)c1ccc(CSc2nc3ccc(N4C(=O)C5C6C=CC(C6)C5C4=O)cc3s2)cc1 (configuration not stated) | 1% | 39% | 9 | 11% | 4% | 4 | 2% | 2 | 4%
O=c1c2ccccc2oc2c1ccc1ccccc12 | 11% | 0% | 19 | 7% | 13% | 11 | 0% | 0 | 0%
Cc1c(C(=O)O)cccc1-c1ccc(/C=N/Nc2ccc(Br)cc2)o1 | 5% | 29% | 5 | ? | -23% | ? | -1% | -6 | ?
COC(=O)C1CC(=O)N(c2ccc(OCc3ccccc3Cl)cc2)C1 (configuration not stated) | 5% | -3% | -7 | 13% | 14% | -15 | 0% | -2 | -7%
COc1cc(OC)c2c(-c3cccc(-c4ccc(F)c(Cl)c4)c3)cc(=O)oc2c1 | ? | ? | 67 | 16µM* | ? | 6 | -1% | 10 | ?
CC(/C=C/c1ccccc1)=N\Nc1nc(-c2ccccc2)cs1 | 2% | ? | -12 | -13% | ? | -6 | -3% | 1 | 12%
CCc1nc2ccc(C(=O)Nc3cccc(OCC(=O)N(C)C)c3)cn2c1N(C)C(=O)c1ccncc1 | nt | 0% | 11 | 0% | 12% | 21 | 4% | 4 | 0%
COc1ccccc1C(=O)Nc1ccnn1C1CCN(Cc2ncc[nH]2)CC1 | -32%[inhibitor] | -18% | -16 | -6% | -2% | -23 | 0% | -3 | -3%
CCc1nc2sccc2c(=O)[nH]1 | -5% | -3% | 36 | 27% | 20% | -19 | 7% | 14 | -4%
Cc1nn(C(C)c2n[nH]c(=S)n2-c2ccc(F)cc2)c(C)c1[N+](=O)[O-] (configuration not stated) | 0% | -12% | -4 | -4% | -1% | 19 | 2% | -1 | 14%
CCC1C(c2ccccc2)=CCC(C(=O)O)C1C (configuration not stated) | -2% | -7% | -7 | 12% | 1% | -19 | 2% | -7 | -6%
CCn1c(SCC(=O)N2CCCCC2)nc2c(c1=O)SC(C)C2 (configuration not stated) | -11% | 5% | -1 | 2% | 13% | 21 | -3% | 3 | 15%
COC(=O)C(C)Sc1n[nH]c(=S)s1 (configuration not stated) | -1% | 11% | 3 | 3% | 11% | 6 | -2% | 2 | 27%
N#Cc1ccc(C(=O)CSc2nnc(-c3ccc(C(F)(F)F)cn3)s2)cc1 | 3.3µM* | -5% | -15 | 10% | 12% | -22 | -1% | -16 | 4%
